Screens as filed in PubChem.
TRHR ag: qHTS for Small Molecule Agonists and Allosteric Enhancers of Human TRH Receptor: Primary Screen for Agonists; TRHR cells, calcium flux fluo-8, FDSS agonist mode; activation, % at 2 µM; actives 0.18% (n = 360,000); in the data active = activation above about 30%; also: 0% is about no effect
Target sequence (P34981 whole entry, looked up): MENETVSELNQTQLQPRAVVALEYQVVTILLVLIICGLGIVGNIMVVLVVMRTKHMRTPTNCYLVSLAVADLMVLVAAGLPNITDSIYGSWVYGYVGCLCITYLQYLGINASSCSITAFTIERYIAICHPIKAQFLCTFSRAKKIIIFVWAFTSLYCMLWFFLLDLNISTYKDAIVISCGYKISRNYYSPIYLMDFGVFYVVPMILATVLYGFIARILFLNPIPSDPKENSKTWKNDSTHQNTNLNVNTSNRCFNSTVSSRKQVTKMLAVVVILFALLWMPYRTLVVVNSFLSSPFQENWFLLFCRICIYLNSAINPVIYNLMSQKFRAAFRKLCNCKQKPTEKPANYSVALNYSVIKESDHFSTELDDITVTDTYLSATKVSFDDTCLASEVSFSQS
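Fluo-8-loaded TRHR cells; 10 s baseline, compound added, kinetic Ca2+ fluorescence read 1/s, agonist mode.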
D1 antagonist: Antagonist of Human D 1 Dopamine Receptor: qHTS | D(1A) dopamine receptor (Homo sapiens), P21728 | HEK293 TREx D1 cells, calcium flux, dopamine EC80; active compounds read low | activity change, negative = inhibition, % at 10 µM | actives 3.2% (n = 360,000); in the data active = activity change below about -30%; also: % is scaled to controls: 0 for no effect and ±100 for the full control effect
Target sequence (P21728 whole entry, looked up): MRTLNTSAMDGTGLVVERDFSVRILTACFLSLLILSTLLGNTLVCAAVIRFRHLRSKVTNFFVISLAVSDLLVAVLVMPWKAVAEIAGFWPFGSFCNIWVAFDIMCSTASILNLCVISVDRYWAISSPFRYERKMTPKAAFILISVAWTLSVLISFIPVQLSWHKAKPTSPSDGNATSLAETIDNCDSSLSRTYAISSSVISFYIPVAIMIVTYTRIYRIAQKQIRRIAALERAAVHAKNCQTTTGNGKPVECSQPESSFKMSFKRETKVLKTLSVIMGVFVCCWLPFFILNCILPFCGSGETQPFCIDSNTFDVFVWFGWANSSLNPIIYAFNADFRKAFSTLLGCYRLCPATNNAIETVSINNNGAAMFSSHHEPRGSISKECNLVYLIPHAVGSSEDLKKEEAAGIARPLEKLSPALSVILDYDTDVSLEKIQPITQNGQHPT
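Inducible Hek293 Trex D1 cells (tetracycline, overnight, 30 C). Calcium dye 30–90 min RT. Antagonist mode: EC80 dopamine added after 180 s compound read.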
D1 potentiator: Potentiators of Human D1 Dopamine Receptor: qHTS | D(1A) dopamine receptor (Homo sapiens), P21728 | HEK293 TREx D1 cells, calcium flux, dopamine EC20 potentiation | actives 0.036% (n = 360,000) | potentiation, % at 10 µM; in the data active = potentiation above about 30%; also: 0% is about no effect
D1 ag: Allosteric Agonists of the Human D1 Dopamine Receptor: qHTS; D(1A) dopamine receptor (Homo sapiens), P21728; actives 1% (n = 360,000); HEK293 T-REx D1 cells, calcium flux, agonist mode; activation, % at 2 µM; in the data active = activation above about 30%; also: 0% is about no effect
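Agonism was scored from calcium flux recorded over 180 s (1 read/s) after pintool compound addition, following a 10-cycle baseline. Cells were inducible force-coupled HEK293 TREx D1, plated overnight at 30 C and loaded with no-wash calcium dye.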
Apoferritin bind: qHTS Assay for Identification of Novel General Anesthetics | Potency, µM (highest dose often 77.5 µM), for inactives: at the top dose activity change, negative = displacement, actives largely listed as inhibitors | apoferritin/1-aminoanthracene competitive binding, fluorescence | actives 0.074% (n = 350,000); also: potency is read from the fitted curve at half-maximal effect; % is scaled to controls: 0 for no effect and ±100 for the full control effect; nearly all actives have a fitted effect of over 20% in size
Target sequence (P02791 2-175 limits assumed): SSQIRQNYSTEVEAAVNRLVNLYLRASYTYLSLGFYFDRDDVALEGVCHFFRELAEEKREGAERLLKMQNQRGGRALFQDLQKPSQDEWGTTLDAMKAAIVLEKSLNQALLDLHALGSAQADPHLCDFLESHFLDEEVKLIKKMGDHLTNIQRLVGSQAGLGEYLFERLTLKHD
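Apoferritin-based anesthetic binding model; compound displacement of fluorescent 1-AMA measured as endpoint fluorescence after 10 minutes at room temperature, scaled to free-ligand and complex controls.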
RXFP1 ag: qHTS Assay for Agonists of the Relaxin Receptor RXFP1. HEK293T-RXFP1 cAMP TR-FRET, 30 min; response scale: percent of porcine relaxin response, buffer zero. Potency, µM (series often up to 57.5 µM), without a hit: top-dose activation, most hits filed as activators. actives 0.3% (n = 370,000); also: potency is read from the fitted curve at half-maximal effect; % is scaled to controls: 0 for no effect and ±100 for the full control effect; nearly all actives have a fitted effect of over 60% in size; many of its hits are not listed in these tables
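HEK293 cells stably expressing RXFP1, treated 30 min at 37C with compounds plus PDE4 inhibitor Ro 20174; cAMP measured by HTRF TR-FRET. Normalized to buffer and 29 nM porcine relaxin; EC50 by Hill fit.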
D2 PAM: HTS Assay for Positive Allosteric Modulators of the Human D2 Dopamine Receptor: Primary Screen for Potentiators; AID 485347, 2010; actives 0.34% (n = 340,000); potentiation, % at 10 µM; D(2) dopamine receptor (Homo sapiens), P14416; HEK293 T-REx D2, calcium flux, EC20 dopamine potentiation;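 active = potentiation over 3 SD above the plate norm, cut at about 30% in these data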; also: 0% is about no effect
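Tetracycline-induced HEK293 T-REx cells force-coupled to calcium signalling expressed D2; compounds were pin-added after a 10 s baseline, read kinetically 180 s, then an EC20 dopamine challenge followed with a further 180 s calcium read.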
TRHR enhancer: qHTS for Small Molecule Agonists and Allosteric Enhancers of Human TRH Receptor: Primary Screen for Enhancers | TRHR cells, fluo-8 calcium fluorescence, EC20 TRH enhancement | enhancement, % at 2 µM | Thyrotropin-releasing hormone receptor (Homo sapiens), P34981 | actives 0.66% (n = 360,000) | AID 493056, 2011; in the data active = enhancement above about 30%; also: 0% is about no effect
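TRHR-expressing cells loaded with fluo-8 calcium dye were read kinetically (ex 480/em 530) during compound addition, then stimulated with an EC20 of TRH (10 nM final). Enhancement of the Gq-mediated intracellular calcium response was scored.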
RXFP1 antag: qHTS Assay for Antagonists of the Relaxin Receptor RXFP1. Relaxin receptor 1 (Homo sapiens), Q9HBX9. HEK293-RXFP1, relaxin-stimulated cAMP HTRF, 30 min; active compounds read low. activity change, negative = inhibition, % at 57.5 µM. actives 0.59% (n = 350,000). AID 1259400, 2018;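 active = activity change of -60% or lower, but not beyond a set lower limit; inconclusive = change between -60% and -40%, or beyond the set limit; inactive = change above -40%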; also: % is scaled to controls: 0 for no effect and ±100 for the full control effect
Numbers without * were called inactive; ? = inconclusive; . = no result given; [ ] = another dose, or the depositor's remark. Unless noted, calls follow the shape of the dose curve; as a rule, active = well fitted curve in the direction sought with a large enough effect; inconclusive = small, poorly fitted or top-dose-only effect, or another doubt; inactive = no such curve, though single readings can be large; an effect the other way counts as inactive or inconclusive. This is a subset; count on the stated rates, not on these rows.

canonical_smiles | TRHR ag | D1 antagonist | D1 potentiator | D1 ag | Apoferritin bind | RXFP1 ag | D2 PAM | TRHR enhancer | RXFP1 antag
CC(C)N1CCC(N2CCN(C/C=C/c3ccccc3)CC2CCO)CC1 (stereo not given) | 2.1 | -3 | -2 | 1 | -5% | -3.2% | -9 | 2 | -22
CCn1c(CSc2nc3ccccc3s2)nnc1SCC(=O)c1ccc(Cl)cc1 | -0.6 | -14 | -7 | 4 | ? | 0.3% | -7 | -7 | 0
CCc1ccccc1N(CC)C(=O)c1cn(C)c(=O)c2cc(OC)c(OC)cc12 | 0.3 | -11 | 5 | 1 | -5% | -0.3% | 10 | 1 | -4
Cc1nc2c(C#N)cnn2c2c1CCN2CC1CCCO1 (stereo not given) | 1.1 | 14 | 4 | 0 | -5% | 16% | 0 | 9 | 6
Cc1ccc(S(=O)(=O)N2CCN(C(=O)C3CSC4(C)CCC(=O)N34)CC2)cc1C (stereo not given) | -0.5 | -6 | 4 | 3 | . | 1.3% | 16 | 6 | -10
COC(=O)C1CCN(Cc2c(C(=O)N3C[C@@H](C)O[C@@H](C)C3)nc3ccc(Cl)cn23)CC1 | 0.6 | 0 | 0 | 2 | -7% | -0.8% | -4 | 0 | 11
CCOC(=O)COc1c(OC)cc(Cl)cc1C1Nc2ccccc2C(=O)N1c1ccccc1 (stereo not given) | -0.2 | 1 | 0 | 4 | 290%[activator] | 2.7% | 1 | -4 | 8
COc1ccccc1C(=O)NNC(=O)c1ccc2ccccc2c1 | 0.0 | -3 | 1 | 0 | ? | 1.2% | 1 | -7 | 3
O=C(O)[C@@H]1CC(O)CN1C(=O)CCc1c[nH]c2ccccc12 (stereo not given in full) | 0.8 | 6 | -4 | 0 | 2% | -1.3% | 4 | 6 | -2
Cn1c(CN2CCCC2)nc2cc(NS(=O)(=O)c3ccccc3)ccc21 | 0.3 | 4 | -4 | 6 | -13% | 1.1% | -25 | -2 | -9
O=C(NCCCN1CCOCC1)C(=O)NCC1OCCN1S(=O)(=O)c1ccc(F)cc1 (stereo not given) | 0.1 | 6 | 9 | 4 | 0% | 0.6% | 9 | -1 | -8
O=C(NC(=S)N1CCCCC1c1cccnc1)c1ccccc1 (stereo not given) | -0.2 | 7 | -5 | 3 | -14% | -0.7% | 10 | 6 | 17
O=C(O)c1ccc2c(c1)C(=O)N(N1C(=O)c3ccccc3C1=O)C2=O | 2.2 | 4 | -1 | 8 | -2% | 1.1% | 4 | 31* | .
C=C[C@@H]1c2ccccc2N(S(=O)(=O)c2ccc(C)cc2)[C@H](c2ccccc2)C1(C#N)C#N | 0.0 | 13 | -3 | 6 | . | 1.1% | -6 | -7 | .
Nn1c(SCc2nc3ccccc3[nH]2)nnc1-c1cccnc1 | 0.4 | -7 | 2 | 3 | -3% | 3.3% | -8 | 10 | -6
CCn1c(CNC(=O)c2cccc(C)c2)nnc1SCC(=O)N1CCOCC1 | -2.4 | -6 | -12 | 0 | -5% | 0.0% | -3 | 5 | -3
O=C1CC(c2ccccc2)CC(=O)C1=CN1CCCC1 (stereo not given) | -0.6 | -13 | 1 | 5 | -7% | -3.5% | 0 | -1 | -29
COCCN(C(=O)COC(=O)CCOc1ccccc1C)c1c(N)n(Cc2ccccc2)c(=O)[nH]c1=O | -0.3 | 5 | -3 | -1 | . | 1.2% | -11 | -3 | -12
COc1ccc2c(c1)c(=O)c(C(=O)c1ccc(F)cc1)cn2CC(=O)Nc1ccc2c(c1)OCCO2 | 1.1 | 15 | 0 | 6 | -15% | 15% | 6 | 5 | .
CC(C)(C)OC(=O)N1CCC(c2c(C(=O)NCc3ccco3)cnn2-c2ccccc2)CC1 | 0.3 | -7 | 1 | 1 | 4% | 0.1% | 4 | 5 | -29
NS(=O)(=O)c1ccc(NC(=S)NC(=O)c2cccs2)cc1 | -0.6 | -6 | -1 | 4 | 2% | -2.1% | -5 | -7 | 4
CCOc1cccc(C2c3[nH]c4ccccc4c3CCN2C(=O)CCc2ccccc2)c1 (stereo not given) | -0.1 | -11 | -1 | 2 | 38%[activator] | -0.6% | -11 | -3 | 5
CCc1ccc(NC(=O)C2CCCN2C(=O)NC2CCCCC2)cc1 (stereo not given) | 0.7 | -4 | -6 | 3 | -9% | -2.7% | 20 | 7 | 11
COC(=O)c1ccc(N2NC(=O)/C(=C/c3cc(OC)c(O)c(OC)c3)C2=O)cc1 | -2.0 | -12 | 1 | 11 | -7% | 1.7% | -8 | -4 | -11
COc1cc([N+](=O)[O-])ccc1NC(=O)CSc1nnc(C)c(C)n1 | -0.5 | 6 | -4 | 1 | -14% | 0.7% | . | -3 | 17
CC(=O)N1CC(C)Oc2ccc(S(=O)(=O)NC(CC(=O)O)c3cc(C)ccc3C)cc21 (stereo not given) | 0.8 | 9 | -5 | 5 | -3% | -0.5% | 5 | 6 | 13
Cc1ccc(C(O)CSc2nnc(-c3ccc4ccccc4c3)n2C)cc1 (stereo not given) | -0.5 | 1 | 2 | -1 | 3% | 2.7% | 10 | -8 | -14
O=C(CSc1nnc(-c2ccccc2O)o1)NC1CCCCC1 | -0.1 | -15 | -4 | 2 | -4% | 29% | -7 | 1 | 9
CCCCN(CC)CCCNC(=O)c1cc2cc3ccc(OC)cc3nc2o1 | -0.4 | 11 | -4 | 1 | 152%[activator] | 1.5% | -6 | 3 | -5
CC(C(=O)Nc1cccnc1)C1Sc2ccccc2NC1=O (stereo not given) | 0.0 | -2 | -1 | 6 | -3% | -3.3% | 2 | -3 | -4

Remaining list, next part.
canonical_smiles | TRHR ag | D1 antagonist | D1 potentiator | D1 ag | Apoferritin bind | RXFP1 ag | D2 PAM | TRHR enhancer | RXFP1 antag
CC(=O)N1CCc2c(sc3c2c(=O)n(Cc2ccccc2)c(=O)n3CC(=O)NCC2CCCO2)C1 (stereo not given) | -0.3 | 15 | -14 | 4 | -13% | 21% | 0 | 0 | -2
COc1ccc(C(=O)O/N=C(\N)Cc2ccc(Cl)cc2)cc1OC | -0.3 | 3 | -3 | 1 | -14% | 7.3% | -5 | -8 | -22
Cc1ccc2cccc(NC(=O)c3ccc(Br)o3)c2n1 | 2.6 | 14 | -5 | 10 | -21% | 2.4% | 2 | -4 | -10
COc1ccc(-c2nc3ccccc3c(=O)n2-c2c(C)n(C)n(-c3ccccc3)c2=O)cc1 | 0.3 | 7 | -2 | 3 | -3% | 3.4% | 8 | 8 | 0
O=C(COC(=O)c1ccc2c(c1)OCCO2)NCCC1=CCCCC1 | -0.8 | -12 | -1 | 3 | ? | -0.1% | 17 | 18 | -5
O=c1cc(-c2ccccc2)n2c(SCc3ccccc3)nnc2[nH]1 | -0.6 | . | -2 | -3 | 44%[activator] | 6.6% | -2 | 4 | -1
Cn1c(CCC(=O)OCC(=O)NCc2ccc3c(c2)OCO3)nc(=O)c2ccccc21 | 1.7 | 3 | -13 | 1 | -7% | 1.1% | 4 | -6 | -1
N#C/C(=C(/O)CCl)c1nc2ccccc2[nH]1 | 1.1 | -10 | 0 | 3 | -5% | -1.9% | -8 | -5 | ?
Cc1ccc(NC(=O)CSCC(=O)N2CCN(c3cccc(C(F)(F)F)c3)CC2)cc1 | 0.4 | 3 | 6 | 2 | . | -1.5% | 6 | -5 | -27
O=C(NCc1ccccc1)c1ccc2c(c1)C(=O)N(CC1CCCO1)C2=O (stereo not given) | 0.5 | -6 | -4 | 2 | -15% | -1.0% | -10 | -7 | -4
Cc1ccc(N2CC(C(=O)OCC(=O)Nc3ccccc3C)CC2=O)cc1 (stereo not given) | -0.5 | 5 | -4 | -1 | . | 0.2% | 10 | -6 | -7
CCOc1cc(CNc2ccc3[nH]c(=O)[nH]c3c2)ccc1OCC(=O)NC(C)(C)C | 1.7 | 2 | 4 | 5 | 4% | -0.2% | -7 | -4 | -5
CCc1nc2sc3c(c2c(=O)n1N)CC(C)(C)OC3 | 0.6 | -16 | -6 | 6 | -11% | 1.4% | 12 | 10 | 4
C=CCn1c(-c2ccc3ncccc3c2)n[nH]c1=S | 0.1 | 4 | 3 | 1 | -11% | 0.0% | -3 | -1 | 4
Cc1ccc(C(=O)N2CC(=O)Nc3ccc(C)cc3C2c2ccccc2)cc1 (stereo not given) | -0.7 | 7 | 4 | 0 | 4% | 0.5% | -4 | 11 | 4
CCn1c(=O)c2cc(C(=O)NCCOC)sc2c2ccccc21 | -0.1 | 3 | -3 | 1 | -10% | 9.1% | -13 | 8 | 14
COc1cc(C(=O)NCCOC(=O)c2cccc(N(C)C)c2)cc(OC)c1OC | -0.3 | -12 | -4 | -1 | 6% | -1.3% | 2 | -6 | -10
COc1ccccc1N1CCN(C(=O)c2ccc(CN3CCc4ccccc4C3)cc2)CC1 | -0.6 | 8 | -3 | 0 | ? | 1.6% | -14 | 17 | -12
Cc1cc(C)n(-c2nnc(Nc3ccc(C(C)C)cc3)c3ccccc23)n1 | -0.6 | 6 | -1 | 5 | 72%[activator] | 0.4% | -6 | -1 | -12
Clc1cccc(Cl)c1/C=C/c1nc2ccccc2[nH]1 | -0.2 | -1 | -9 | 1 | -9% | 5.1% | -13 | -21 | 6
CC[N+](CC)(CC)CC(=O)Nc1ccc(SC(F)F)cc1 | -1.3 | 9 | 0 | 0 | -7% | 1.0% | 6 | 0 | -21
Oc1ccc(-n2nnnc2SCc2ccccc2Br)cc1 | -0.3 | 14 | -2 | 4 | ? | -1.1% | -6 | -4 | 3
Cc1ccc(C(=O)N/N=C\c2ccc([N+](=O)[O-])s2)cn1 | -0.6 | -2 | -6 | 2 | 3% | 5.3% | -4 | -2 | 0
COc1cccc(C(=O)N/N=C/c2ccc(OC3CSC3)cc2)c1 | -0.9 | -5 | -7 | -2 | -13% | 1.8% | 8 | 1 | -19
O=C(c1ccc(F)cc1Cl)N(c1ccccn1)C1CCCCC1 | 0.2 | 5 | -1 | -4 | -6% | 1.8% | -4 | -4 | -16
O=C1OC(Nc2nc(-c3ccc(F)cc3)cs2)c2ccccc21 (stereo not given) | -0.7 | -12 | -3 | 2 | -6% | -1.9% | 6 | -3 | -13

Some of these compounds in order of the D2 PAM value, falling.
molecule | D2 PAM
CCc1nc2sc3c(c2c(=O)n1N)CC(C)(C)OC3 | 12
Cc1ccc(N2CC(C(=O)OCC(=O)Nc3ccccc3C)CC2=O)cc1 (stereo not given) | 10
COc1ccc(C(=O)O/N=C(\N)Cc2ccc(Cl)cc2)cc1OC | -5
